# Efflux pump inh – antifungal efflux pump inhibition, Nile Red retention. hit rate 0.44% among 330,000. inhibition, % at 10 µM. S. cerevisiae Candida pump triplex. AID 485275;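 active means plate passing quality check with inhibition over a set limit, or well fluorescence over plate mean plus 4 SD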;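 further: Nile Red retained in pooled yeast measured as flow cytometry median fluorescence; 0% = buffer negative control and 100% = Enniatin B positive control; higher means more Nile Red kept so more efflux inhibition; some compounds called inactive have numbers as strong as hits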
# LAP4 TOR yeast – yeast TOR pathway LAP4-GFP modulation | hit rate 0.34% among 320,000 | GFP response vs DMSO, % at 10 µM | AID 2023 | S. cerevisiae LAP4-GFP multiplex, flow cytometry GFP, 3 h; median GFP as percent of DMSO wells;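 active means GFP response vs DMSO above a set limit, about the screen mean plus 3 SD, cut at about 150% in these data; inconclusive means under 70 cell events counted for the yeast strain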
# RPL19A-GFP yeast – alters RPL19A-GFP fluorescence in TOR pathway yeast screen | S. cerevisiae RPL19A-GFP strain, flow cytometry, 3 h; hits give low values | percent response vs DMSO, % at 10 µM | hit rate 0.3% among 330,000;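 active means percent response vs DMSO below 50%; inconclusive means fewer than 70 events counted for the yeast strain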;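 further: median channel GFP fluorescence of the barcoded RPL19A-GFP strain; ratio of sample median GFP to plate DMSO average so 100% = DMSO; lower means less RPL19A-GFP as with rapamycin TOR inhibition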
# Yeast superoxide – lowers age-related superoxide in aged yeast cells; S. cerevisiae aged cells, superoxide DHE fluorescence; hits give low values; superoxide response (% of plate mean), % at 10 µM; hit rate 0.18% among 330,000; AID 2690;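 active means superoxide response under a set limit, about three screen SD below normal, cut at about 65% in these data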;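 further: yeast aged for seven days with compound at 30 °C before DHE staining; 100% = average MFI of all compound-treated wells on the plate with controls excluded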
# CIT2-GFP yeast – yeast TOR pathway CIT2-GFP modulation; hit rate 0.065% among 320,000; S. cerevisiae CIT2-GFP strain, flow cytometry, 3 h; 100 means same as DMSO wells; AID 2029; GFP response vs DMSO, % at 10 µM;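 active means GFP response relative to DMSO above a set limit, near the screen mean plus 3 SD, cut at about 150% in these data; inconclusive means Fewer than 70 cells measured for a yeast strain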;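 further: ratio of well median GFP fluorescence to mean of DMSO wells on the plate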
# AHR act – activates the human aryl hydrocarbon receptor | AID 2796 | hit rate 2.5% among 320,000 | AHR-responsive luciferase reporter cells, luminescence | activation, % at 5 µM; in the data active means activation above about 47%;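 further: 0% = vehicle wells and 100% = reference agonist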
# Target sequence (P35869 whole entry, looked up): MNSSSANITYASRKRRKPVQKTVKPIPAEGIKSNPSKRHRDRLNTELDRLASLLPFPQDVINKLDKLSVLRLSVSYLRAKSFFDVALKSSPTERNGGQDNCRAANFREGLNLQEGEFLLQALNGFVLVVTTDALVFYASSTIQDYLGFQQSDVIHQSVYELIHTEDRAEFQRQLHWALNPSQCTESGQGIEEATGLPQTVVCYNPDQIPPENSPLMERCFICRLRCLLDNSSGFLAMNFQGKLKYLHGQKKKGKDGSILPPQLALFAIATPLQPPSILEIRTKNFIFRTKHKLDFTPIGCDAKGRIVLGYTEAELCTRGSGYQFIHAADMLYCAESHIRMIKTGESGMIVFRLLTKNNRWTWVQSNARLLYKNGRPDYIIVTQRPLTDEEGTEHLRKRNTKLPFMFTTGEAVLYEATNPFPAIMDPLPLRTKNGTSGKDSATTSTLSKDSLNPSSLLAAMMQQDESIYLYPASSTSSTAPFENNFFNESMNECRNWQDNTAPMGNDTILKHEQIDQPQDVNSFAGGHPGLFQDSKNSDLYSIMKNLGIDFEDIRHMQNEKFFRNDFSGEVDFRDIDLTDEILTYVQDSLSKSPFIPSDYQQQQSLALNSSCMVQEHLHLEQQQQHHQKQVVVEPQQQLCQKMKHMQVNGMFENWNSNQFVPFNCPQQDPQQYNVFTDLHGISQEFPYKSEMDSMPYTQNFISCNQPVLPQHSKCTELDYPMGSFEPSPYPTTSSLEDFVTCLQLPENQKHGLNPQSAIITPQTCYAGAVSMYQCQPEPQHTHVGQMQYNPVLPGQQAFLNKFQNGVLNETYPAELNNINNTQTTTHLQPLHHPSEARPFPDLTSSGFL
# AGP1-GFP MLPCN – alters AGP1-GFP fluorescence in TOR pathway yeast screen | hit rate 0.02% among 320,000 | S. cerevisiae AGP1-GFP multiplex flow cytometry, 3 h; GFP as percent of DMSO wells | AID 2066 | GFP response vs DMSO, % at 10 µM;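 active means GFP response relative to DMSO above a set limit, near screen average plus 3 SD, cut at about 150% in these data; inconclusive means fewer than 70 cells counted for the yeast strain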;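 further: median GFP channel fluorescence of the gated AGP1 strain per well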
# MEP2-GFP yeast – alters MEP2-GFP fluorescence in TOR pathway yeast screen; S. cerevisiae MEP2-GFP strain, flow cytometry GFP, 3 h; 100% = DMSO control level; AID 2016; GFP response vs DMSO, % at 10 µM; hit rate 0.51% among 330,000;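 active means GFP response versus DMSO above a set limit, roughly screen mean plus 3 SD, cut at about 180% in these data; inconclusive means fewer than 70 cells counted for a yeast strain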;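 further: median GFP fluorescence of the barcode-gated MEP2-GFP cells per well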
# Active calls of the source: *; ? = inconclusive; . = no result given; [ ] = dose if it differs, or a comment.
# Start of the listing, in advance (three entries):
mol,Efflux pump inh,LAP4 TOR yeast,RPL19A-GFP yeast,Yeast superoxide,CIT2-GFP yeast,AHR act,AGP1-GFP MLPCN,MEP2-GFP yeast
O=C(Nc1cccnc1)c1cc([N+](=O)[O-])ccc1Cl,-0.2,128,108,88,117,1,112,113
Cc1cc(C(=O)N/N=C/c2c(C)nn(-c3ccccc3)c2C)c(C)o1,0.1,105,100,97,102,5,99,111
Cc1cc(C(=O)CN2C(=O)C(=O)N(C)C2=O)c(C)n1-c1cccc(S(=O)(=O)N2CCOCC2)c1,0.0,102,101,89,99,0,103,105

# All compounds of this part, from the first entry:
mol,Efflux pump inh,LAP4 TOR yeast,RPL19A-GFP yeast,Yeast superoxide,CIT2-GFP yeast,AHR act,AGP1-GFP MLPCN,MEP2-GFP yeast
O=C(Nc1cccnc1)c1cc([N+](=O)[O-])ccc1Cl,-0.2,128,108,88,117,1,112,113
Cc1cc(C(=O)N/N=C/c2c(C)nn(-c3ccccc3)c2C)c(C)o1,0.1,105,100,97,102,5,99,111
Cc1cc(C(=O)CN2C(=O)C(=O)N(C)C2=O)c(C)n1-c1cccc(S(=O)(=O)N2CCOCC2)c1,0.0,102,101,89,99,0,103,105
CC(C)[C@H](NS(=O)(=O)/C=C/c1ccccc1)C(=O)OCC(=O)NC(N)=O,-0.1,113,100,102,107,0,105,101
Cc1cccc(CSc2nnc(N)n2-c2ccccc2)c1,0.0,88,91,118,99,5,95,91
CN(Cc1nc(Cc2ccccc2F)no1)[C@@H]1CS(=O)(=O)C[C@H]1O,-0.1,98,99,88,104,1,105,100
CN(Cc1cc2ccccc2[nH]c1=O)S(=O)(=O)c1ccccc1,0.0,105,101,118,95,-2,.,100
COc1ccc(OC)c(NC(=O)c2nnn(CC(=O)Nc3ccc4c(c3)OCO4)c2N)c1,0.0,110,105,101,102,5,105,109
CCN(CC)CCNC(=O)C1CCCCN1S(=O)(=O)c1cccc([N+](=O)[O-])c1 (stereo not drawn),0.1,104,101,93,103,3,103,99
Cc1ccc(C(=O)Nc2cccc(S(=O)(=O)N3CCCC3)c2)o1,0.3,104,102,108,99,0,103,103
O=C(CCN1C(=O)/C(=C\c2ccccc2)SC1=S)Nc1ccc(C(=O)O)cc1,-0.1,102,97,104,108,0,100,98
CCOc1ccc(NC(=O)NCc2ccco2)cc1,0.1,94,96,98,95,9,95,98
CCOC(=O)c1ccc(S(=O)(=O)N2CCN(CC(=O)NC(=O)NC(C)(C)C)CC2)cc1,0.4,95,100,117,93,-1,101,103
CCOC(=O)C(NC(=O)CC)(Nc1sc2c(c1C(=O)OC)CCN(C)C2)C(F)(F)F (stereo not drawn),-0.1,102,101,90,108,1,104,101
O=C(COC(=O)/C=C/c1ccccc1)NC1CCCCC1,0.1,109,104,101,100,0,104,110
COc1cc(C(C[N+](=O)[O-])c2c(C)[nH]c3ccccc23)cc(OC)c1OC (stereo not drawn),0.1,98,102,113,113,16,108,107
CN1CCN(C2=Cc3ccccc3Sc3cc(F)ccc32)CC1,-0.1,103,98,85,85,-1,100,94
CC(C)(C)NCCCCOc1ccc(F)cc1,0.1,93,96,103,105,-1,99,103
O=C1CC(c2cccc(Cl)c2)Cc2nc(N3CCN(c4ccccc4)CC3)ncc21 (stereo not drawn),0.1,105,108,105,101,2,106,107
Cc1nn(CC(=O)N2CCOCC2)c(=O)c2c1sc1ccccc12,-0.1,83[may fluoresce violet],17*[may fluoresce violet],118,?,0,?,171[may fluoresce violet]
COc1ccc(CNC(=O)CN(C(=O)CCC(=O)Nc2nccs2)c2ccccc2C)cc1,-0.1,100,100,99,100,3,100,97
COc1ccc2c(c1)CCc1cnc(N)nc1-2,0.0,105,110,106,103,-3,94,101
Cn1c(SCc2ccccc2F)nnc1-c1cnccn1,0.2,109,102,95,93,9,97,104
O=C1CCC(C(=O)OCc2nnc(-c3ccc(Cl)cc3)o2)=NN1,0.0,100,92,101,91,5,101,99
COc1ccc(NC(=O)[C@@H]2CCCN2S(=O)(=O)c2ccc(Cl)cc2)cc1,0.0,95,104,116,101,-1,100,105
O=C(Nc1ccccc1)Nc1nnc(-c2ccccc2)s1,0.5,110,98,113,88,-2,103,93
Cc1ccc(C)c(NC(=O)CN(C)C(=O)CN2C(=O)NC3(CCc4ccccc43)C2=O)c1 (stereo not drawn),-0.2,92,94,89,93,-1,96,98
O=C(c1ccc(C(F)(F)F)cc1)C1CCCN(C(=O)CN2C(=O)CSC2=O)C1 (stereo not drawn),0.0,107,116,90,107,3,108,105
COC(=O)c1ccc(C[n+]2ccccc2)cc1,0.0,83,94,93,106,4,94,91
COc1cccc(-c2nc(CS(=O)(=O)CC(=O)Nc3ccccc3Br)c(C)o2)c1,-0.2,96,98,105,98,-2,103,104

# Complete entries, looked up by structure. Values in the order: Efflux pump inh, LAP4 TOR yeast, RPL19A-GFP yeast, Yeast superoxide, CIT2-GFP yeast, AHR act, AGP1-GFP MLPCN, MEP2-GFP yeast
# O=C(c1ccc(C(F)(F)F)cc1)C1CCCN(C(=O)CN2C(=O)CSC2=O)C1 (stereo not drawn) is entered as 0.0, 107, 116, 90, 107, 3, 108, 105
# O=C(Nc1ccccc1)Nc1nnc(-c2ccccc2)s1 is entered as 0.5, 110, 98, 113, 88, -2, 103, 93

# Later entries.
mol,Efflux pump inh,LAP4 TOR yeast,RPL19A-GFP yeast,Yeast superoxide,CIT2-GFP yeast,AHR act,AGP1-GFP MLPCN,MEP2-GFP yeast
Cc1cccc(S(=O)(=O)c2c(N)n(/N=C/c3cccnc3)c3nc4ccccc4nc23)c1,0.0,100,96,122,93,10,97,102
Nc1c(C(=O)CSc2nnc(COc3ccc(Cl)cc3)o2)c(=O)[nH]c(=O)n1C1CC1,0.0,98,95,99,93,-1,97,103
O=C(CSc1nc2ccccc2[nH]1)NCc1ccco1,0.2,103,99,127,100,9,103,107
C(=N\N1CCN(Cc2ccccc2)CC1)/c1cccnc1,-0.1,90,99,103,98,6,95,80
Nc1nc(COC(=O)c2ccc3c(c2)OCCO3)nc(Nc2ccccc2)n1,1.1,108,102,115,92,0,93,105
O=C(CSc1ccc2ccccc2n1)Nc1nsc(-c2ccc(Cl)cc2)n1,-0.2,92,103,113,107,2,93,104
CC(C)(C)NCc1ccccc1OCc1cccs1,0.0,101,101,98,96,-1,100,100
O=C(NC1CCCCC1)C1CCN(S(=O)(=O)c2cccc3cccnc23)CC1,-0.1,96,102,98,107,0,106,98
Cc1cc(NC(=O)COC(=O)CCS(=O)(=O)c2cc(Cl)ccc2Cl)no1,-0.1,95,95,105,99,0,100,105
CC(=O)NC1C(Oc2ccc3c(C)cc(=O)oc3c2)OC(COC(C)=O)C(OC(C)=O)C1OC(C)=O (stereo not drawn),0.0,93,95,93,74,2,72,100

# Remaining list, next part.
compound	Efflux pump inh	LAP4 TOR yeast	RPL19A-GFP yeast	Yeast superoxide	CIT2-GFP yeast	AHR act	AGP1-GFP MLPCN	MEP2-GFP yeast
CCC(C)(C)NC(=O)CN(Cc1ccc(F)cc1)C(=O)CCC(=O)Nc1ccccn1	-0.4	78	89	109	101	0	88	95
O=C(CNS(=O)(=O)c1ccccc1)Nc1cccc([N+](=O)[O-])c1	-0.2	96	96	85	106	3	101	100
COc1ccc(NC(=O)CN(C)C(=O)CCc2nc3cc(S(=O)(=O)N4CCOCC4)ccc3n2C)cc1	-0.1	105	92	89	103	0	100	98
O=S(=O)(c1ccc(-c2csc(Nc3ccc(Br)cc3)n2)cc1)N1CCCC1	-0.5	91	103	111	102	17	101	102
Cc1nn(C(C)C(=O)Nc2ccccc2Cl)c(=O)c2nn(-c3ccccc3)c(C)c12 (stereo not drawn)	-0.3	105	97	106	101	1	100	98
CSc1nnc(-c2sccc2-n2cccc2)o1	0.1	89	103	111	100	3	84	104
COCc1cc(C)nc2sc(C(=O)Nc3ccccc3C)c(N)c12	0.0	97	105	115	94	10	98	107
CC(=O)Nc1ccc(NC(=O)c2cc(=O)c3ccccc3o2)cc1	-0.1	92	100	98	104	0	100	104
COc1ccc(/C=C/C(=O)Nc2ccc(NC(C)=O)cc2)cc1S(=O)(=O)N1CCOCC1	-0.1	90	101	102	102	2	92	100
COc1ccc(Nc2nc(N/N=C/c3ccc(N(C)C)cc3)nc(C)c2[N+](=O)[O-])cc1	0.1	98	104	84	93	20	91	103
CCc1ccc(C(=O)NCc2ccc(Cl)cc2)cc1	-0.1	107	100	97	93	1	98	116
CCOc1ccc(NC(=O)c2cccc(OC(=S)N3CCOCC3)c2)cc1	0.0	102	96	95	100	0	96	100
COc1ccc(NC(=O)c2ccco2)cc1NC(=O)c1cccc(OC(C)C)c1	-0.1	102	100	108	103	17	101	103
CCC(=O)N1c2ccc(S(=O)(=O)NCCc3ccc(C)cc3)cc2CC1C (stereo not drawn)	0.4	87	96	108	98	3	97	91
O=C(NC1CCCCC1)C(c1ccccc1)N1CCC2(CC1)OCCO2 (stereo not drawn)	0.0	.	99	109	103	-2	101	99
COc1ccc(NS(=O)(=O)c2cccc(C(=O)NCC(c3ccco3)N(C)C)c2)cc1 (stereo not drawn)	0.0	104	100	115	100	9	103	103
Cc1ccc(NC(=O)CCNS(=O)(=O)c2ccc3[nH]c(=O)oc3c2)cc1	-0.2	101	101	106	106	0	104	103
CCn1nnnc1NC(=O)c1cc(OC)c(OC)c(OC)c1	0.0	105	108	108	114	128*	105	111
O=C(Nc1ccc(N2CCOCC2)cc1)C1CC(=O)N(c2ccc(F)cc2)C1 (stereo not drawn)	0.1	102	98	106	94	2	99	98
C=CCN1C(=NC(=O)COc2ccccc2)SC2CS(=O)(=O)CC21 (stereo not drawn)	0.0	83	79	95	88	-1	79	92
c1ccc(Nc2nc(-c3ccccc3)nc3ccccc23)cc1	0.4	98	102	96	99	13	92	111
CCN(CC)C(=O)CN1C(=O)C2(OCC(C)(C)CO2)c2ccccc21	0.0	91	93	117	85	2	91	100
CCCSc1nc2ccsc2c(=O)n1CC	0.2	106	96	100	87	1	99	93
COc1cc(/C=C/c2cccc[n+]2C)ccc1OCC(=O)Nc1ccccc1	-0.3	92	98	101	104	0	92	106
COc1ccc(N2C(=O)CS/C2=N\C(=S)Nc2ccccc2)cc1	-0.1	113	100	110	99	21	111	102
c1coc(CNc2c3c(nc4ccccc24)CCC3)c1	0.2	111	108	113	102	9	109	103
CN1CCN(CCNC(=O)Cn2c(=O)c3cccn3c3ccc(F)cc32)CC1	1.1	93	92	117	88	4	89	95
Cc1cc(C)c2ccc(/C=N/O)nc2c1O	0.3	114	97	84	72	4	96	93
COc1ccc(-c2nc(CS(=O)CC(=O)NC3CCC(C)CC3)c(C)o2)cc1OC (stereo not drawn)	-0.1	90	95	161	103	5	100	103
